Compound activity as filed in PubChem BioAssay.
Rac1 GTP hydrolysis: MgcRacGAP GTPase-activating activity inhibitors, confirmation, biochemical, ADP Hunter fluorescence; MgcRacGAP-stimulated Rac1 GTP hydrolysis, ADP Hunter fluorescence; higher % means a stronger effect; GST-tagged Rac1 F28L mutant substrate; AID 624330; inhibition, % at 30 µM; hits with a dose series show IC50 in µM; actives 0.6% (n = 340,000);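 active = first-screen hits whose inhibition reached a set limit at any dose in the follow-up dose series; inconclusive = inhibition above the set first-screen limit but never retested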;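 also: fluorescence reports GDP produced by GAP-driven GTP hydrolysis; strong numbers were not always called active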
PhoP inhibition: PhoP-dependent GFP reporter repression – Salmonella Typhimurium, primary screen (AID 1863); S. Typhimurium PhoP-regulated promoter GFP reporter, 4 h; higher % means a stronger effect; inhibition, % at 50 µM; hits with a dose series show IC50 in µM; actives 0.16% (n = 300,000);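 active = inhibition over 29.93%, a cutoff 3 SD above the screen mean, later confirmed by dose response; inconclusive = inhibition over 29.93% but no dose response follow-up; inactive = inhibition at most 29.93% or unconfirmed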;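 also: 0% = low Mg2+ inducing control and 100% = high Mg2+ repressing control; strong numbers were not always called active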
UTI89 phage lysis: inhibition of K1F phage lysis, E. coli UTI89, bacterial capsule biogenesis inhibitors, alamar blue (AID 488966). actives 0.02% (n = 340,000). E. coli UTI89 K1F phage lysis, alamar blue, 2 h; higher % means a stronger effect. one-dose inhibition, % at 100 µM; IC50 in µM for titrated hits;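 active = phage lysis inhibition, versus mean bacterial control, above a set limit; inconclusive = no clear call, values can overlap the other calls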;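 also: capsule biogenesis inhibitors block K1F phage lysis so surviving cells raise fluorescence; higher fluorescence means more inhibition of phage lysis; actives were called in the ten point dose series up to 300 µM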
TNAP activators: human TNAP enzyme activators, primary screen, biochemical, luminescent, no phosphate acceptor, uHTS (AID 1001) | actives 0.03% (n = 200,000) | activation fold at 20 µM, or EC50 in µM where a hit was titrated | purified TNAP, luminescent activation assay, no phosphate acceptor; higher activation fold means a stronger effect; in the data active = activation fold from about 3, or a potency from the dose series; inactive = the rest, 99 in 100 with activation fold below about 1.6; also: many of its hits are not listed in these tables
NTR1 ag: NTR1-driven beta-arrestin-GFP spot formation – imaging, U2OS cells, high content, primary screen (AID 493036). P30989. agonist mode. activation, % at 20 µM. actives 0.17% (n = 330,000);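 active = activation at or above 40% of the spot to cytoplasm intensity ratio, with at least 20 cells analyzed; inconclusive = wells under 20 cells, flagged as cytotoxic or low count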;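 also: 0% = DMSO without peptide and 100% = 100 nM NTR1 peptide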
Target sequence (P30989 whole entry, looked up): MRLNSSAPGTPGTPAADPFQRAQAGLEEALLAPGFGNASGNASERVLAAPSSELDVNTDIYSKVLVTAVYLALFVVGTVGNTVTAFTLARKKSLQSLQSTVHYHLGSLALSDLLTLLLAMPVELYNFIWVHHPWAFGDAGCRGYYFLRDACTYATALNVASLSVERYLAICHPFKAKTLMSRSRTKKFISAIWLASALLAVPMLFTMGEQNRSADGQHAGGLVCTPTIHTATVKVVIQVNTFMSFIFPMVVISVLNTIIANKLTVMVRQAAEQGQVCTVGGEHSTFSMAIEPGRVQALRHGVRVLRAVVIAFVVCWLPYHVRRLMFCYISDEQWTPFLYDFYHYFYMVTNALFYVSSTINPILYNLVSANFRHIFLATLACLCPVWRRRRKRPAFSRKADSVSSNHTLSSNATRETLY
T cell modulator: T cell immune modulators affecting CD8 T cell-vesicle binding. 2C CD8+ T cell-vesicle binding, flow cytometry; active compounds read low. calls only at 7 µM. actives 0.068% (n = 330,000). AID 2052;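 active = response, share of CD8 T cells binding vesicles, and their 90th percentile fluorescence all below set limits, cut at about 80% in these data, passing the limit was not always enough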
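incubation = binding step 1.5 h, 37 °C, antibody labelling 20 min, ice | test system = 2C mouse CD8+ T cells | read-out basis = percent CD8+ FL2 mean versus row control | controls = Peptide-free naked vesicles (low) and QL9 vesicles with 0.7% DMSO vehicle (high) | detection = flow cytometry of vesicle-bound cells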
Myeloid diff 2: promotes myeloid progenitor differentiation. ER-HoxA9 myeloid progenitors, lysozyme-GFP differentiation, flow cytometry. calls only at 10 µM. actives 1% (n = 360,000);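 active = normalized GFP-positive differentiation at or above the plate's own cutoff, the solvent-only control mean plus 3 SD; inconclusive = no clear call, values can overlap the other calls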;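 also: cells exposed to compound for four days before flow analysis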
RSV antiviral HEp-2: inhibition of RSV-induced cytopathic effect – HEp-2 cells, primary 10 µM value included (AID 2391); HEp-2 cells, RSV-induced CPE inhibition; higher % means a stronger effect; one-dose CPE inhibition, % at 10 µM; IC50 in µM for titrated hits; actives 0.13% (n = 310,000); in the data active = a potency from the dose series; inconclusive = CPE inhibition mostly from about 23% at the one dose, without a potency; inactive = the rest, 99 in 100 with CPE inhibition below about 21%; also: strong numbers were not always called active
SV40 large T antigen: SV40 large T antigen inhibitors, biochemical (AID 1903); one-dose inhibition, % at 20 µM; IC50 in µM for titrated hits; SV40 large T antigen ATPase/helicase inhibition assay; higher % means a stronger effect; actives 0.39% (n = 310,000); in the data active = a potency from the dose series; inconclusive = inhibition mostly from about 32% at the one dose, without a potency; inactive = the rest, 99 in 100 with inhibition below about 32%; also: strong numbers were not always called active
T cell modulator vesicle-bound %: further read-out of T cell modulator, marked with its call; double positive events, %; measured here: CD8+ vesicle-bound cell fraction;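 binding gate set so that unloaded-vesicle control wells show 10% double positive cells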
NTR1 ag cell count 20 µM: further read-out of NTR1 ag, marked with its call; cell count; measured here: cell count, cytotoxicity flag
Myeloid diff 2 GFP+ MAC1+ %: recorded beside Myeloid diff 2, whose call it bears; GFP+ MAC1+ double positive, %; measured here: differentiation confirmed by MAC1 staining
* hit, by the source's call; i = inactive; ? = inconclusive; . = not tested or not shown; [ ] = dose if it differs, or a comment.

SMILES	Rac1 GTP hydrolysis	PhoP inhibition	UTI89 phage lysis	TNAP activators	NTR1 ag	NTR1 ag cell count 20 µM	T cell modulator	T cell modulator vesicle-bound %	Myeloid diff 2	Myeloid diff 2 GFP+ MAC1+ %	RSV antiviral HEp-2	SV40 large T antigen
COc1ccc(C(=O)Nn2c(SCC(=O)NCC3CCCO3)nc3ccccc3c2=O)cc1 (centres undefined)	1%	-4%	0.4%	1	1.3	79	i	24	i	0.3	0.1%	4%
COc1ccc(NC(=O)C2CCCN(C(=O)Nc3ccc(OC)cc3)C2)cc1 (centres undefined)	8%	0%	0.1%	.	-0.2	56	i	43	i	1.5	-0.5%	-6%
CCCNC(=O)Cn1nc(C(F)(F)F)c2c1CCC2	3%	-10%	0.2%	1	-1.0	48	i	49	i	0.6	-0.1%	4%
COc1ccc(CC2(CO)CCN(Cc3c(C)nn(C(C)C)c3C)CC2)cc1	-2%	-6%	-0.2%	1.1	1.6	85	i	55	i	0.2	-0.4%	1%
CCC(C)c1ccc(NC(=O)COC(=O)CCNS(=O)(=O)c2cccs2)cc1 (centres undefined)	-3%	.	0.0%[50 µM]	.	1.1	61	i	35	i	0.1	.	.
CC(Sc1nnc(COc2ccccc2)n1-c1ccccc1)C(=O)O (centres undefined)	10%	-5%	0.0%	.	-0.3	59	i	45	i	0.2	1.9%	7%
CC(C)NC(=O)CSc1nc(-c2ccccc2)cs1	5%	4%	0.7%	1.1	.	.	.	.	i	0.1	.	6%
CCOc1cc(S(=O)(=O)Nc2ccc(CC)cc2)ccc1Cl	10%	-10%	-0.5%	1.1	32	69	i	1	i	5.7	0.9%	10%
COc1ccc(CCNC(=O)CSc2ccsc2[N+](=O)[O-])cc1OC	11%	-7%	0.3%	1	-1.2	93	i	62	i	0.1	0.8%	17%
CC(=O)Nc1ccc(C(=S)NCC2(N(C)C)CCCCC2)cc1	-8%	0%	-0.5%	1.1	-0.1	36	i	6	i	1.7	-1.7%	8%
CCCC(=O)Nc1nnc(Cc2ccccc2)s1	9%	1%	0.0%	1	1.2	74	i	25	i	1.4	0.1%	3%
CCOC(=O)c1ccccc1NC(=O)Cn1c(=O)n(Cc2ccccc2)c(=O)c2c(C)c(C)sc21	-2%	2%	1.6%[50 µM]	1.2	4.6	70	i	56	i	0.7	3.6%	8%
Cc1nn(-c2ccccc2)c(C)c1C(=O)OCC(=O)N1CCN(S(=O)(=O)c2ccccc2)CC1	-10%	14%	-0.1%	1.1	1.5	79	i	33	i	1.7	-1.5%	0%
O=C(CSc1nnc(CNC(=O)c2c(F)cccc2F)o1)NCc1ccccc1	7%	-7%	0.2%	.	-0.7	49	i	11	i	1.8	2.4%	12%
C=CCOc1cccc(C(=O)NC(c2ccccc2)C(C)C)c1 (centres undefined)	7%	-8%	0.4%	1.1	0.8	45	i	26	i	0.9	0.8%	7%
COc1ccc(OCc2cc(C(=O)N(C)Cc3nnc(C)o3)no2)c(Cl)c1	7%	4%	0.2%	.	1.8	68	i	48	i	2.1	0.9%	10%
CCCNC(=S)N1CC2(C)CN(C(=O)C(=O)OCC)CC(C)(C1)C2=O	1%	-3%	0.7%	1	1.2	66	i	56	i	0.0	0.0%	20%
Cc1ccc(S(=O)(=O)NCCC(c2ccccc2)c2ccco2)cc1 (centres undefined)	8%	1%	1.8%	1.3	4.2	34	i	41	i	1.8	7.3%	6%
CCC1CCCCN1CCCNC(=O)c1ccc(N2CCCC2=O)cc1 (centres undefined)	8%	0%	0.1%	.	-0.5	72	i	40	i	0.0	-0.1%	10%
Cc1ccc(Cn2nnc3c(=O)n(Cc4ccccc4C)cnc32)cc1	2%	-7%	-0.5%	1.1	0.3	60	i	19	i	2.9	2.4%	3%

Laid out differently: two of the compounds above.
Second line of a record – Rac1 GTP hydrolysis	PhoP inhibition	UTI89 phage lysis	TNAP activators	NTR1 ag	NTR1 ag cell count 20 µM	T cell modulator	T cell modulator vesicle-bound %	Myeloid diff 2	Myeloid diff 2 GFP+ MAC1+ %	RSV antiviral HEp-2	SV40 large T antigen
CC(=O)Nc1ccc(C(=S)NCC2(N(C)C)CCCCC2)cc1
    -8%	0%	-0.5%	1.1	-0.1	36	i	6	i	1.7	-1.7%	8%
CCCC(=O)Nc1nnc(Cc2ccccc2)s1
    9%	1%	0.0%	1	1.2	74	i	25	i	1.4	0.1%	3%

Further results
SMILES	Rac1 GTP hydrolysis	PhoP inhibition	UTI89 phage lysis	TNAP activators	NTR1 ag	NTR1 ag cell count 20 µM	T cell modulator	T cell modulator vesicle-bound %	Myeloid diff 2	Myeloid diff 2 GFP+ MAC1+ %	RSV antiviral HEp-2	SV40 large T antigen
Cc1nc(SCC(=O)NCc2ccccc2)c2oc3ccccc3c2n1	7%	0%	0.4%	1.1	0.4	73	i	50	i	0.6	0.1%	-4%
O=C(Nc1ccccc1OC(F)F)C1CC(=O)N(Cc2ccccc2)C1 (centres undefined)	3%	-5%	0.5%[50 µM]	.	-1.0	72	i	58	i	0.6	-0.7%	12%
CN(C)c1ccc(/C=C2\CCCc3c2nc2ccccc2c3C(=O)O)cc1	29%	8%	0.0%	.	-1.6	47	i	35	i	0.4	2.1%	26%
CCn1nnc2cc(C(=O)NCCc3ccccc3F)ccc21	-1%	4%	-0.1%	.	-0.3	59	i	44	i	1.6	0.2%	-5%
Cc1cc(C)cc(NC(=O)CSc2nnc(CNC(=O)c3ccco3)o2)c1	7%	10%	0.3%	.	-1.1	54	i	20	i	1.2	-0.1%	11%
COc1ccc(-n2c(=O)[nH]c3cc(C(=O)NCCc4ccc(OC)c(OC)c4)ccc3c2=O)c(OC)c1	10%	-10%	1.0%[50 µM]	.	0.0	49	i	30	i	0.3	2.2%	7%
Cc1cc(C(C)(C)C)cc(C)c1Cn1c2[n+](c3ccc(C(F)(F)F)cc31)CCCCC2	13%	-2%	4.1%	1.1	11	64	i	31	i	0.6	3.9%	5%
O=C1C2C3C=CC(C2C(=O)N1c1ccccc1O)C1C2C(=O)N(c4ccccc4O)C(=O)C2C31 (centres undefined)	7%	-5%	-0.5%	1	-1.2	50	i	29	i	0.2	0.6%	13%
CN1C(=O)C2C=CC1C1C(=O)N(c3ccccc3)C(=O)C21 (centres undefined)	6%	0%	0.6%	1.1	-0.5	82	i	29	i	1.9	0.3%	1%
COC(=O)c1ccc(Cl)c(NC(C)=O)c1	4%	3%	1.0%	1.1	5.2	58	i	50	i	0.8	1.5%	-1%
COc1ccc(C(=O)Nc2nc(-c3ccc(OC)cc3)c(-c3ccc([N+](=O)[O-])cc3)s2)cc1	0%	-10%	0.5%	1	2.6	71	i	16	i	0.8	20%	6%
COc1cc(NS(=O)(=O)c2ccc(NC(=O)c3ccco3)cc2)nc(OC)n1	13%	15%	0.5%	1.1	0.0	82	i	38	i	0.7	0.1%	8%
CCOC(=O)C1=CN(Cc2cccc(F)c2)S(=O)(=O)N(CC)C1c1ccc2ccccc2c1 (centres undefined)	5%	.	0.1%	.	3.5	46	.	.	i	2.3	.	.
Cc1ccc(Nc2nnc(SCC(=O)NCC3CCCO3)s2)cc1 (centres undefined)	5%	.	-0.1%[50 µM]	.	-1.4	68	i	45	i	0.2	.	.
Cc1c(OCc2ccccc2)c(=O)ccn1Cc1ccccc1	12%	-4%	0.7%	1.1	0.4	45	i	23	i	0.8	3.3%	11%
Cc1cccc(OCCCSc2nc3ccccc3[nH]2)c1	5%	5%	0.2%	1.3	2.7	75	i	45	i	0.7	1.2%	1%
CCSc1nnc(NC(=O)CSc2nc3c(c(=O)n2CC)SC(C)C3)s1 (centres undefined)	10%	-6%	0.5%	1	3.0	63	i	56	i	1.7	0.4%	6%
S=c1[nH]nc(-c2ccncc2)n1/N=C/c1cccc(Cl)c1	.	1%	.	.	-1.2	46	i	8	i	0.0	2.0%	29%
Cc1ccc(C(=O)Nc2ccc3c4c(cccc24)CC3)cc1[N+](=O)[O-]	4%	5%	3.9%	1	-0.2	58	i	51	i	0.8	2.8%	8%
COCc1cc(CN(C)C(=O)C2CCC(=O)N(Cc3cccc(OC)c3)C2)[nH]n1 (centres undefined)	4%	-9%	0.3%	.	0.5	56	i	20	i	1.7	2.0%	3%
O=C(O)CC1=C(Nc2ccccc2)C(=O)N(c2ccccc2)C1c1ccc(F)cc1 (centres undefined)	7%	-4%	0.1%	1	-0.4	67	i	61	i	0.2	2.2%	6%
Cc1ccc(N2C(=O)CCC2(C(N)=O)c2ccccc2)cc1 (centres undefined)	9%	3%	0.5%	1.1	0.5	68	i	39	i	0.3	1.6%	3%
CCC1CCc2sc(C(=O)NCC3CCCO3)cc2C1 (centres undefined)	5%	.	0.0%[50 µM]	.	-1.1	54	i	35	i	0.1	1.5%	.
CC1CCCN(CCCN2C(=O)C3C(C(=O)Nc4cccc(Cl)c4)C4C=CC3(O4)C2C(=O)NC2CCCCC2)C1 (centres undefined)	3%	1%	0.0%	.	-0.2	44	i	12	i	0.5	0.7%	20%
COc1ccc(-c2sc(Nc3ccccc3)n[n+]2-c2ccccc2)cc1Br	-1%	.	3.1%	.	-5.2	76	i	7	i	0.3	1.3%	15%
O=C(CN(Cc1cccs1)C(=O)CNC(=O)c1ccco1)NC1CCCCC1	7%	16%	5.6%	1.1	-2.8	77	i	34	i	0.6	1.6%	1%
C[C@]12c3[nH]c4ccc(Cl)cc4c3CCN1C(=O)[C@@H](CC(=O)NCCCn1ccnc1)C[C@@H]2C(=O)N1CCOCC1	9%	.	0.1%	.	3.5	61	.	.	i	0.6	.	.
Cc1ccc(S(=O)(=O)NC(CC(=O)O)c2ccccc2)cc1 (centres undefined)	-2%	7%	-0.1%	1.1	-3.8	86	i	28	i	0.6	-0.6%	7%
Cn1c(CSc2nc3ccccc3s2)nc2ccccc21	5%	2%	1.5%	1	1.4	104	i	15	i	0.5	?	7%
Cc1c(C)c2c(OCC(=O)N[C@@H](C(=O)O)c3ccccc3)cc3c(c2oc1=O)CCC(C)(C)O3	0%	.	-4.1%	.	8.7	83	i	5	i	2.0	1.2%	.
Cc1ccc(Cn2nnc3c(=O)[nH]c(C4CCCN(C(=O)Nc5ccc(F)cc5)C4)nc32)cc1 (centres undefined)	2%	16%	0.1%	1.1	2.2	53	i	26	i	6.3	-1.2%	-10%
